Siah-1 displacement: Siah-1 peptide-binding antagonists, primary screen, biochemical, fluorescence polarization, rhodamine-plectin, uHTS (AID 1817) | Siah-1 / rhodamine-plectin peptide fluorescence polarization; higher % means a stronger effect | displacement, % at 20 µM, or IC50 in µM where a hit was titrated | hit rate 0.02% among 290,000;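 active = displacement of at least 50% at 20 µM, with a fluorescence ratio check between 0.3 and a set limit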;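 note: plate controls were Siah plus tracer with DMSO for no effect and tracer alone without Siah for full effect; strong numbers were not always called active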
SV40 large T antigen: SV40 large T antigen inhibitors, biochemical (AID 1903); SV40 large T antigen ATPase/helicase inhibition assay; higher % means a stronger effect; one-dose inhibition, % at 20 µM; IC50 in µM for titrated hits; hit rate 0.39% among 310,000; in the data active = a potency from the dose series; inconclusive = inhibition mostly from about 32% at the one dose, without a potency; inactive = the rest, 99 in 100 with inhibition below about 32%; note: strong numbers were not always called active
XIAP antagonists: XIAP antagonists, biochemical, IAP family, fluorescence polarization (AID 1018) | displacement, % at 20 µM, or IC50 in µM where a hit was titrated | E3 ubiquitin-protein ligase XIAP (Homo sapiens) | hit rate 0.007% among 200,000 | XIAP BIR domain, fluorescence polarization peptide displacement; higher % means a stronger effect; in the data active = displacement above about 50%; note: a part of the inactive calls stands beside numbers as strong as those of hits
LYP inhibition: inhibitors of LYP phosphatase, biochemical, fluorescence intensity, uHTS (AID 1779). hit rate 0.054% among 290,000. Tyrosine-protein phosphatase non-receptor type 22 (Homo sapiens). recombinant LYP phosphatase, fluorescence intensity; higher % means a stronger effect. inhibition, % at 11.5 µM; hits with a dose series show IC50 in µM; in the data active = inhibition above about 50%;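 note: plate controls were vehicle with enzyme for no effect and no enzyme for full effect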
RSV antiviral HEp-2: RSV antiviral activity via CPE protection, HEp-2 cells, primary 10 µM value included (AID 2391). HEp-2 cells, RSV-induced CPE inhibition; higher % means a stronger effect. CPE inhibition, % at 10 µM; hits with a dose series show IC50 in µM. hit rate 0.13% among 310,000; in the data active = a potency from the dose series; inconclusive = CPE inhibition mostly from about 23% at the one dose, without a potency; inactive = the rest, 99 in 100 with CPE inhibition below about 21%; note: strong numbers were not always called active
Rac1 GTP hydrolysis: MgcRacGAP GTPase-activating activity inhibitors, confirmation, biochemical, ADP Hunter fluorescence; one-dose inhibition, % at 30 µM; IC50 in µM for titrated hits; MgcRacGAP-stimulated Rac1 GTP hydrolysis, ADP Hunter fluorescence; higher % means a stronger effect; GST-tagged Rac1 F28L mutant substrate; Rac GTPase-activating protein 1 (Homo sapiens); hit rate 0.6% among 340,000;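 active = first-screen hits whose inhibition reached a set limit at any dose in the follow-up dose series; inconclusive = inhibition above the set first-screen limit but never retested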;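 note: fluorescence reports GDP produced by GAP-driven GTP hydrolysis; strong numbers were not always called active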
Dengue-2 NS5 capping: Dengue-2 NS5 methyltransferase inhibitors, primary screen, biochemical, confirmation dose response (AID 588689); Genome polyprotein (Dengue virus type 2 (strain 16681-PDK53)); Dengue-2 NS5 methyltransferase capping enzyme assay, biochemical; higher % means a stronger effect; inhibition, % at 25 µM, or IC50 in µM where a hit was titrated; hit rate 0.3% among 340,000; in the data active = a potency from the dose series; inconclusive = inhibition above about 29% without an active follow-up result
HIV peptide binding: inhibitors of HIV fusion peptide binding, primary screen, biochemical, uHTS, fluorescence dequenching (AID 1986); cell-free peptide binding, fluorescence dequenching, 30 min; higher % means a stronger effect; one-dose inhibition, % at 20 µM; IC50 in µM for titrated hits; hit rate 0.3% among 290,000; in the data active = inhibition mostly above about 52%, no sharp cut-off; inactive = mostly below about 76%; note: some results filed as inactive read as strong as hits
AID2073: inhibitors of Mint1-CaV2.2 protein interaction, biochemical, HTRF (AID 2073); HTRF protein-protein interaction, Mint1-CaV2.2; higher % means a stronger effect; one-dose inhibition, % at 20 µM; IC50 in µM for titrated hits; hit rate 0.19% among 290,000; in the data active = inhibition mostly above about 51%, no sharp cut-off; inconclusive = no clear call, values can overlap the other calls; inactive = mostly below about 53%; note: some results filed as inactive read as strong as hits
Dengue-2 NS5 capping pilot replicate: second read-out of Dengue-2 NS5 capping, no call of its own (marks repeat the call); inhibition, %; measured here: pilot screen replicate inhibition
An asterisk follows results filed as active; ? = inconclusive; . = not tested or not shown; & = joins results of further samples.

SMILES	Siah-1 displacement	SV40 large T antigen	XIAP antagonists	LYP inhibition	RSV antiviral HEp-2	Rac1 GTP hydrolysis	Dengue-2 NS5 capping	HIV peptide binding	AID2073	others
CCn1cc(C(=O)N[C@H](C(=O)NCCO)C(C)C)c(=O)c2cc3c(cc21)OCO3	7.1%	5.7%	.	-9.4%	-0.7%	7.3%	0.7%	1.7%	16.6%
C[C@H](O)[C@H](O)[C@H]1CNc2nc(N)[nH]c(=O)c2N1	.	28.8%	.	.	-0.9%	4.3%	-0.7%	.	.
COc1ccc(S(=O)(=O)N2CCOCC2)cc1NC(=O)Cc1c(Cl)cccc1Cl	0.1%	14.5%	-5.1%	-7.6%	1.1%	2.4%	-9.9%	2.1%	11.1%
O=C(Nc1ccc2oc(=O)ccc2c1)c1ccccc1[N+](=O)[O-]	2.2%	-2.4%	-14.4%	-2.7%	3.3%	4.1%	5.5%	-0.4%	7.4%
O=C(CS(=O)(=O)c1ccccc1Cl)N1CCOCC1	-1.9%	19.8%	.	-13.2%	0.9%	4.8%	-0.6%	0.0%	4.3%
O=C(COc1ccccc1F)N1CCCc2ccccc21	-3.2%	6.6%	.	-7.1%	1.6%	11.6%	8.9%	-0.4%	10.5%
Cc1ccc(C)c(N2C(=O)CN=C2Nc2ccccc2Cl)c1	0.0%	4.3%	-5.1%	-7.5%	-0.1%	-0.3%	-3.9%	0.2%	-9.2%
CCOC(=O)c1nn(-c2ccc(F)cc2)c2nc(-c3ccccc3)c(C#N)c(=O)n12	9.8%	-4.9%	-7.9%	47.9%	1.3%	8.8%	-10.4%	-2.4%	9.6%
CC(O)c1nc2ccccc2n1Cc1ccccc1 (stereo not drawn)	1.2%	6.1%	.	0.5%	1.3%	4.6%	.	0.3%	7.5%
Cc1ccc(S(=O)(=O)NCC(=O)OC(C(=O)c2ccccc2)c2ccccc2)cc1 (stereo not drawn)	1.6%	2.9%	0.0%	0.3%	1.3%	3.7%	-1.2%	-0.3%	30.0%	Dengue-2 NS5 capping pilot replicate=-2.7
Cc1noc(C)c1S(=O)(=O)N1CCC(C(=O)c2ccccc2)CC1	-1.0%	6.5%	.	-3.0%	4.4%	6.3%	4.6%	-1.4%	-6.9%
O=C1OC(c2ccc3c(c2)OCO3)N(C(=O)c2ccc(Cl)c(Cl)c2)c2ccccc21 (stereo not drawn)	0.8%	10.3%	3.1%	3.6%	8.3%	7.9%	2.7%	0.9%	10.1%
Cc1cc2c(cc1S(=O)(=O)Nc1cccc(C)c1C)OCC(=O)N2	1.8%	-3.1%	.	-8.5%	0.5%	12.1%	-5.5%	-1.4%	0.2%
Cc1ccc(C)c(/C=N/Nc2ccccn2)c1	-0.5%	24.2%	-2.1%	-6.7%	0.7%	10.1%	-7.3%	0.3%	-4.5%
CN(C)CCCN1c2ccccc2Sc2ccc(Cl)cc21	-10.6%&1.5%	10.7%&16.9%&19.6%	-3.7%&-0.9%	-5.4%&-5.7%	-0.7%&-0.5%	17.9%&22.0%	0.7%&-1.5%	-3.4%&-3.6%	-17.0%&-8.0%
COc1cc(/C=C(\C#N)c2nc3c(s2)CC(C)CC3)ccc1O (stereo not drawn)	4.1%	5.3%	-3.0%	-3.5%	6.7%	27.5%	?	11.8%	-0.4%
O=C(CCCC(=O)N/N=C\c1ccccn1)N/N=C\c1ccccn1	-3.5%	5.4%	-7.2%	-2.6%	1.1%	4.6%	0.0%	-2.6%	-3.3%
Cc1ccnc(NS(=O)(=O)c2ccc(NC(=O)/C=C/c3cccs3)cc2)n1	-0.7%	4.6%	-5.4%	0.2%	0.4%	-5.0%	.	6.3%	1.6%
COc1cc(/C=C/C(=O)OCC(=O)NC(=O)NC(C)C)ccc1OCC#N	12.1%	6.7%	-2.9%	-3.7%	-0.1%	0.8%	-3.9%	-1.4%	0.9%
Cc1ccc(C(=O)N2CCCC2)cc1S(=O)(=O)Nc1cccc(C)c1C	12.1%	6.3%	-1.2%	1.1%	0.5%	6.4%	1.6%	1.1%	-7.8%
COC(=O)c1cc(=O)n(Cc2ccc3c(c2)OCO3)c(=Nc2ccccc2)s1	-1.8%	-5.8%&-3.7%	-5.3%	2.2%	6.8%	6.3%	-5.5%	-2.2%	0.9%
C=C1C2(C(=O)Nc3nccs3)CCC(C2)C1(C)C (stereo not drawn)	0.5%	-1.9%	-2.1%	-1.6%	0.5%	1.9%	2.6%	-13.0%	2.7%
O=c1nc(Nc2ccccc2)oc2ccccc12	15.5%	16.5%	.	-8.2%	2.6%	5.2%	0.8%	1.3%	27.5%
Cc1ccccc1OCC(=O)Nc1cnn(CCCC(=O)O)c1	2.1%	10.3%	.	-13.8%	4.7%	5.8%	-10.8%	1.2%	7.3%
COc1cc(/C=C2\SC(=O)N(CC(=O)Nc3cccc(C)c3)C2=O)ccc1OC(C)C(=O)O (stereo not drawn)	.	10.7%	.	.	0.9%	9.1%	-2.3%	.	.

Structures from the list above with a halogen (7):
SMILES	Siah-1 displacement	SV40 large T antigen	XIAP antagonists	LYP inhibition	RSV antiviral HEp-2	Rac1 GTP hydrolysis	Dengue-2 NS5 capping	HIV peptide binding	AID2073	others
COc1ccc(S(=O)(=O)N2CCOCC2)cc1NC(=O)Cc1c(Cl)cccc1Cl	0.1%	14.5%	-5.1%	-7.6%	1.1%	2.4%	-9.9%	2.1%	11.1%
O=C(CS(=O)(=O)c1ccccc1Cl)N1CCOCC1	-1.9%	19.8%	.	-13.2%	0.9%	4.8%	-0.6%	0.0%	4.3%
O=C(COc1ccccc1F)N1CCCc2ccccc21	-3.2%	6.6%	.	-7.1%	1.6%	11.6%	8.9%	-0.4%	10.5%
Cc1ccc(C)c(N2C(=O)CN=C2Nc2ccccc2Cl)c1	0.0%	4.3%	-5.1%	-7.5%	-0.1%	-0.3%	-3.9%	0.2%	-9.2%
CCOC(=O)c1nn(-c2ccc(F)cc2)c2nc(-c3ccccc3)c(C#N)c(=O)n12	9.8%	-4.9%	-7.9%	47.9%	1.3%	8.8%	-10.4%	-2.4%	9.6%
O=C1OC(c2ccc3c(c2)OCO3)N(C(=O)c2ccc(Cl)c(Cl)c2)c2ccccc21 (stereo not drawn)	0.8%	10.3%	3.1%	3.6%	8.3%	7.9%	2.7%	0.9%	10.1%
CN(C)CCCN1c2ccccc2Sc2ccc(Cl)cc21	-10.6%&1.5%	10.7%&16.9%&19.6%	-3.7%&-0.9%	-5.4%&-5.7%	-0.7%&-0.5%	17.9%&22.0%	0.7%&-1.5%	-3.4%&-3.6%	-17.0%&-8.0%

Screening results: PubChem BioAssay, several laboratories
